# Fh CTSL1 inh – counter-screen for PFM18AAP inhibitors: inhibitors of F. hepatica cathepsin L1. recombinant F. hepatica cathepsin L1, Z-Leu-Arg-MCA fluorescence. actives 0.49% (n = 300,000). inhibition, % at 5.96 µM;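 active means inhibition above the mean of all tested compounds plus 3 SD, set per screening campaign, cut at about 17% in these data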;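 further: 0% = plate median of test compound wells and 100% = 1 µM Z-Phe-Ala-diazomethylketone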
# procasp7 counter – activates human procaspase-7, counter-screen for procaspase-3 activators. P55210. recombinant procaspase-7, Ac-DEVD-pNA absorbance 405 nm; D23A/D198A/D206A triple mutant, cannot self-cleave; scale: DMSO 0, 5 µM enzyme 100. activation, % at 8.5 µM. actives 0.093% (n = 330,000). AID 463210;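 active means percent activation above the screen-wide mean plus 3 SD, cut at about 25% in these data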
#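 System: Uncleavable procaspase-7 mutant enzyme; Amount: 2 µM procaspase-7 mutant as dispensed; Schedule: 1 h compound preincubation, 2 h substrate cleavage, 25 °C; Measured by: 405 nm absorbance of p-nitroaniline; Evaluation: percent activation from buffer-corrected 0–120 min absorbance change; Control set: low DMSO alone, high DMSO plus 5 µM PC-7.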
# PP5 inh – blocks human protein phosphatase 5 activity; inhibition, % at 6.7 µM; P53041; AID 1987; purified PP5c, OMFP substrate fluorescence; actives 0.18% (n = 320,000);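 active means inhibition above the campaign's mean inhibition across all tested compounds plus 3 SD, cut at about 9.5% in these data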;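 further: 0% = DMSO only and 100% = 100 µM cantharidin control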
# Target sequence (P53041 whole entry, looked up): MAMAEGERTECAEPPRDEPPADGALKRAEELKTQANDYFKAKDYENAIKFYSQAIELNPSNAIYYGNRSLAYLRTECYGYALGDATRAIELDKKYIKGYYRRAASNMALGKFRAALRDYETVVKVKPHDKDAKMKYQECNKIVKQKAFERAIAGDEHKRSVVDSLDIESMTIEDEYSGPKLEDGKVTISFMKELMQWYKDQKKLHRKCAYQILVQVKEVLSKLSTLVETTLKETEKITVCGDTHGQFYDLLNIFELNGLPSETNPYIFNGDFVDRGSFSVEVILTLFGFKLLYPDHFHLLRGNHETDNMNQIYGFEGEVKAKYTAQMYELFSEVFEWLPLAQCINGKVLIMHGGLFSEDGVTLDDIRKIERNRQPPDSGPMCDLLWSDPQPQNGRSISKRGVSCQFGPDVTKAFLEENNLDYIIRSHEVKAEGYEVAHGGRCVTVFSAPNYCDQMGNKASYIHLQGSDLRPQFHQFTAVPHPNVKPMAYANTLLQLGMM
# PP1 counter – blocks human PP1-alpha phosphatase, a PP5 counter-screen; P62136; purified PP1alpha, OMFP fluorescence; inhibition, % at 6.7 µM; actives 0.9% (n = 320,000); AID 2235;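 active means inhibition above the mean inhibition of all tested compounds plus 3 SD, computed separately for each screening campaign, cut at about 15% in these data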
# GRK2 inh – human GRK2 inhibition via aptamer displacement; P25098; bead flow cytometry, FAM-aptamer displacement from GRK2; inhibition of aptamer binding, % at 10 µM; actives 0.59% (n = 330,000); AID 488847;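 active means inhibition of aptamer binding above 40%, roughly 3 SD of noise, on plates passing a quality check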;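 further: median bead fluorescence of bound FAM aptamer so fluorescent compounds give negative values; no value below 0 was filed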
# VLA-4 inh – inhibition in a human VLA-4 binding assay | P13612 | VLA-4 expressing cells, ligand binding flow cytometry | inhibition, % (about 7 µM as worked out from the volumes in the protocol) | actives 0.2% (n = 330,000); in the data active means inhibition above about 50%
# GASC-1 inh – human JMJD2C demethylase inhibition | GST-JMJD2C(1-420) H3K9me3 demethylation, DELFIA europium | actives 0.069% (n = 330,000) | Q9H3R0 | inhibition, % at 2.35 µM;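 active means more than half of a compound's replicate wells show inhibition beyond 50%, single wells judged on their own value; inconclusive means some, but no more than half, of replicates pass 50% inhibition; inactive means no replicate passes 50% inhibition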;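 further: signal counts dimethyl H3K9 product captured on neutravidin plate; 0% = median of DMSO wells and 100% = 0.3 times that DMSO median; strong numbers were not always called active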
# HCV core dimer – HCV core protein dimerization inhibition; inhibition, % at 5 µM; actives 0.33% (n = 300,000); TR-FRET GST/Flag-core106 dimerization, 1536-well;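 active means inhibition above the mean of all tested compounds plus 3 SD, set per screening campaign, cut at about 45% in these data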
#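 System: GST-tagged and Flag-tagged HCV core protein residues 1-106 / Input: core106 proteins, GST 13.5 nM and Flag 17 nM / Buffer or medium: KF-containing HEPES buffer, pH 7.45, DTT, CHAPS, BSA / Probe or stimulus: Eu-anti-GST and XL665-anti-Flag labelled anti-tag antibodies / Schedule: 4 h, 22.5 °C incubation / Technique: TR-FRET 671 and 617 nm emission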
# proCasp3 act – activates human procaspase-3; P42574; recombinant procaspase-3 D3A, Ac-DEVD-pNA absorbance 405 nm; activation, % at 8.5 µM; actives 0.11% (n = 330,000);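 active means activation above the mean of all tested compounds plus 3 SD, cut at about 21% in these data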;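 further: 0% = DMSO alone and 100% = DMSO wells spiked with extra 5 µM PC-3 D3A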
# Target sequence (P42574 whole entry D9A/D28A/D175A): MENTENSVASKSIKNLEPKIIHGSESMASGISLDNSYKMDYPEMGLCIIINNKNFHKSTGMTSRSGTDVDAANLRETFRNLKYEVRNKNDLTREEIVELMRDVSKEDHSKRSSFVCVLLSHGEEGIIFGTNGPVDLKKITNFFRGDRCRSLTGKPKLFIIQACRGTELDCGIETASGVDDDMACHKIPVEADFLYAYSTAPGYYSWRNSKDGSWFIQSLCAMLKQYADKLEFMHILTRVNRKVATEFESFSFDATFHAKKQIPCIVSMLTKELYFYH
#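 Assay system: Procaspase-3 D3A mutant, all three cleavage aspartates alanine. Buffer or medium: Zinc-free HEPES saline buffer with Triton X-100. Times: 1 h compound preincubation, 2 h substrate hydrolysis at 25 °C. Measured by: 405 nm absorbance of p-nitroaniline, reads at 0 and 120 min. Read-out basis: percent activation relative to control range. Replicates: singlicate.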
# Numbers without * were called inactive; u = inconclusive; x = not tested or not shown; & = joins results of further samples.
SMILES,Fh CTSL1 inh,procasp7 counter,PP5 inh,PP1 counter,GRK2 inh,VLA-4 inh,GASC-1 inh,HCV core dimer,proCasp3 act
CC1=C(C(=O)NCc2ccc(Cl)cc2)C2(CCC(C)CC2)OC1=O (stereo not given),2,3,0.0,2,0,14,4,-2,9
COc1ccc(O)c(CN2CCCC(N3CCN(c4ccccc4OC)CC3)C2)c1 (stereo not given),-1,4,-0.8,2,1,-2,7,-2,7
O=C(O)Cn1c(=O)c2cccn2c2ccccc21,2,9,0.0,-1,0,23,2,-4,-3
COc1cccc(NCc2cc(=O)oc3cc(C)c(O)cc23)c1,2,-4,4.5,0,2,13,-5,-4,9
Cc1ccc(-c2cc(C(=O)NCc3ccccn3)c3ccccc3n2)cc1,-4,1,3.5,-6,1,7,3,14,4
C(=N\N1CCOCC1)/c1nc(-c2ccccc2)n2ccccc12,-1,-5,0.6,-1,2,1,7,-15,-4
CCOc1cc(/C=C2\SC(=S)N(NS(=O)(=O)c3ccc(C)cc3)C2=O)ccc1O,3,-11,1.7,4,0,3,1,-23,-2
CN(CC1CCCO1)S(=O)(=O)c1ccc(C(=O)Nc2ccccc2F)cc1 (stereo not given),-7,-14,2.6,-2,3,-9,7,10,4
CC(C)C[C@H](NC(=O)C1CCN(S(=O)(=O)c2ccccc2)CC1)C(=O)NCc1ccccn1,-1,2,0.2,-2,6,1,4,-1,-2
COC(=O)c1[nH]c2c(c1C)C(=O)CC(c1ccccc1)C2 (stereo not given),-2,9,1.8,0,0,8,-7,-4,4
Cc1nn2c(CN(C(=O)CN3CCOCC3)c3ccccc3)nnc2c2ccccc12,-5,1,2.0,0,0,7,-7,-15,4
N#C/C(=C\c1ccc(Sc2nc3ccccc3[nH]2)o1)c1ccccc1,-1,-4,3.4,6,0,-6,4,11,-6
N/C(=N\OS(=O)(=O)c1ccc(Br)cc1)c1ccncc1,29*,7,0.1,0,0,4,-1,-1,-9
CCC(=O)NNc1nc2c(Cl)cccc2s1,-5,-3,-0.2,2,1,0,3,0,2
Cc1ccc(Nc2c(-c3ccco3)nc3nc(C)cc(C)n23)cc1,5,-2,1.6,-3,2,-11,7,-2,7
CCc1ccc(N2CC(C(=O)NCc3ccc4c(c3)OCO4)CC2=O)cc1 (stereo not given),3,0,0.7,-1,2,3,-1,-2,-2
COC(=O)c1ccc(CN(C(=O)N2CCN(C)CC2)S(=O)(=O)c2ccc(C)cc2)cc1,-2,5,0.6,-1,0,13,-1,0,10
O=C(Nn1c(O)c(C=C2N=c3ccccc3=N2)sc1=S)c1cccc(Cl)c1,4,-34,3.3,-4,13,-1,0,-11,-44
C[C@H](CO)N1C[C@H](C)[C@@H](CN(C)Cc2ccc(Oc3ccccc3)cc2)Oc2c(NC(=O)C3CC3)cccc2C1=O,x,1,x,x,0,-3,x,x,2
COc1cc(C(=O)Nc2sc3c(c2C(=O)O)CCC(C)C3)cc(OC)c1OC (stereo not given),1,-6,1.8,-1,0,-17,-48,-14,9
Cc1noc(NS(=O)(=O)c2ccc(NC(=O)c3nn(-c4ccccc4)ccc3=O)cc2)c1C,0,3,2.7,7,1,10,5,-2,2
COc1cc(S(=O)(=O)n2ccc(C)n2)ccc1Cl,-1,10,-4.8,2,0,19,5,-8,-2
CCOc1c2ccc(C(=O)NC3CCCc4ccccc43)cc2nn1C (stereo not given),-3,1,1.8,0,0,20,3,1,9
CCOCCCNC(=S)N1CCCC(c2nc3ccc(C)cc3[nH]2)C1 (stereo not given),0,-7,1.0,-2,2,9,0,1,-9
O=C(NC1CCCCCC1)c1cc(-c2ccccn2)nc2ccccc12,-1,-14,1.9,-3,9,2,2,2,9
CCOC(=O)C1=C(N)Oc2cc(C)n(C)c(=O)c2C1c1ccncc1 (stereo not given),-1,2,1.2,4,3,-5,1,2,12
CCOc1ccc(Nc2nc(Cc3nnc(SCC(=O)O)o3)cs2)cc1,-3,-12,3.3,4,12,-6,-1,-1,-10
O=C(Nc1nc(-c2ccccc2)nc2ccccc12)c1ccc(F)cc1,0,-9,1.9,16*,4,6,5,11,6
CCn1cc(C(=O)NCc2ccc3c(c2)OCO3)c(=O)c2cc(S(=O)(=O)N(C)C)ccc21,18*,-4,2.5,-10,0,-21,5,-8,7
Cc1nn(S(=O)(=O)N(C)C)c(C)c1CN1C(=O)c2ccccc2C1=O,-2,10,1.1,-4,0,22,-13,-6,10

# 3 entries out of the list above, ordered by their value in proCasp3 act, high to low:
mol,proCasp3 act
CCOC(=O)C1=C(N)Oc2cc(C)n(C)c(=O)c2C1c1ccncc1 (stereo not given),12
COc1cc(S(=O)(=O)n2ccc(C)n2)ccc1Cl,-2
CCOc1ccc(Nc2nc(Cc3nnc(SCC(=O)O)o3)cs2)cc1,-10

# New compounds follow:
SMILES,Fh CTSL1 inh,procasp7 counter,PP5 inh,PP1 counter,GRK2 inh,VLA-4 inh,GASC-1 inh,HCV core dimer,proCasp3 act
CCC(CC)NC(=O)C1CC(=O)N(CCc2ccc(F)cc2)C1 (stereo not given),-6,-10,0.8,-4,1,-3,-15,-9,3
CCc1nn(CC(=O)N2CCC(C)CC2)c(=O)c2cccn12,-3,-2,1.4,1,1,19,5,6,-1
O=S(=O)(Nc1cccc(-n2cnnn2)c1)c1cnc(Cl)c(Cl)c1,0,-7,0.0,-1,2,-6,2,-15,-7
Cc1cc(NS(=O)(=O)c2ccccc2)n(-c2ccccc2)n1,1,-3,2.6,-4,0,-20,7,-14,6
Cc1nc2nc[nH]n2c(=O)c1NC(=O)CCc1ccccc1,5,-5,2.9,-2,0,15,8,2,0
CCOc1ccc(CCNC(=O)COC(=O)COc2ccc(C#N)cc2)cc1OCC,x,-3,2.5,-1,0,-1,10,x,-1
COc1ccccc1C(=O)Nc1ccc(S(=O)(=O)Nc2nccs2)cc1,0,9,0.9,3,2,13,-7,-4,8
Cc1nnc(SCC(=O)NNC(=O)COc2ccc(Br)cc2)n1C,x,3,-1.6,-1,0,1,-3,x,0
O=C(CSc1nnnn1-c1ccccc1)N1CCN(C(=O)c2ccco2)CC1,-3,2,-0.4,-3,0,2,29,0,4
CN(C)c1ccc(/C=N/NC(=O)c2cccc(N3CCCC3=O)c2)cc1,3,12,1.2,-1,0,6,0,-10,5
COc1ccc(NC(=O)Cn2ncc(Cl)c(Cl)c2=O)cc1S(=O)(=O)N1CCOCC1,-1,8,-2.7,5,2,9,7,50*,5
CCc1ccccc1NC(=O)CCN1C(=O)C2C3CCC(C3)C2C1=O (stereo not given),4,0,-0.3,-1,0,-25,-4,2,0
O=C(CN1CCCCCC1)N1c2ccccc2Sc2ccc(C(F)(F)F)cc21,4,-2,-0.6,2,0,3,-3,2,1
COc1ccc(/C=N/OCC(=O)N(Cc2ccccc2)c2ccccc2C(=O)O)cc1,6,2,0.9,2,7,-9,u,-5,2
COC(=O)c1nnn(CC(=O)NC(=O)Nc2cccc(Cl)c2C)c1C(=O)OC,-1,4,-1.3,1,2,9,-5,-1,10
CCCCn1nnnc1NCc1ccc(OC)c(OC)c1OC,-1,5,1.2,-5,0,6,2,1,-7
COc1ccc(Nc2nc(NC(C)(C)C)nc(N3CCOCC3)n2)c(OC)c1,6,-2,6.1,0,0,24,9,-6,4
COc1ccc(S(=O)(=O)Nc2ccc3c(c2)OCCO3)cc1Cl,5,7,3.5,1,0,3,20,2,9
C#CCOCCOCCOCCNc1nc(N2CCN(C(=O)CCCCCCCCCCNC(=O)[C@H]([C@@H](C)CC)n3cc(CCCCCN)nn3)CC2)nc(N2CCN(C(=O)CCCCCCCCCCNC(=O)[C@@H]([C@H](C)O)n3cc(C)nn3)CC2)n1,3,-5,3.7,54*,3,0,3,-7,-3
Cc1nc2ccccc2nc1OCc1ccc([N+](=O)[O-])cc1,1,2,0.2,2,1,5,-3,-3,0
COc1ccccc1C1CCN(c2ccc([N+](=O)[O-])cn2)CC1,1,1,3.6,1,0,12,3,-8,-13
CC(=O)Cc1nsc(NC(=O)c2ccco2)n1,1,-1,1.4,-3,0,2,-12,7,-9
CCOC(=O)CN1C2=NCCN2c2ccccc21,0,14,0.8,-3,4,18,-2,-3,-5
Cc1cc(SCC(=O)c2cc3ccccc3o2)nc2ccccc12,1,-4,0.3,-5,5,-15,8,5,-8
Cn1c(/C=C/c2ccc(Br)cc2)c([N+](=O)[O-])c(=O)n(C)c1=O,2,5,0.4,0,0,8,-2,16,3
Cc1ccc(S(=O)(=O)N2CCN(c3nc4ccccc4nc3-n3nc(C)cc3C)CC2)cc1,2,4,1.4,4,3,21,-11&3,16,2
NC(=O)c1ccccc1OCC(=O)Nc1ccc2c(c1)CCC2,x,0,0.4,-2,0,-8,x,x,-1
Cc1cc2n(n1)SC(Nc1ccc(F)c(Cl)c1)N2 (stereo not given),-1,-19,2.2,4,5,9,-10,0,-11
Fc1cccc(CSc2ccc(-c3ccco3)nn2)c1,2,-14,0.7,1,3,17,1,3,1
CC(C)c1nnc(NC(=O)CCC(=O)N2CCN(C3CCCCC3)CC2)s1,-1,-4,-0.8,-4,2,-9,2,3,0
CCCNC(=O)c1cc2ccccc2c(=O)o1,1,3,0.7,2,0,18,-7,-9,4
O=c1o[nH]c(-c2ccccc2)c1-c1ccccc1,3,2,1.2,-1,0,21,11,-5,-13
Cc1c(-c2ccc(Br)cc2)[n+](=O)c2c(n1[O-])CCCC2,-4,9,0.4,-3,4,4,-36,-5,-1
Cc1ccc(NC(=O)CCN2C(=O)c3cccc([N+](=O)[O-])c3C2=O)c(Br)c1,-2,-2,1.3,2,x,15,4,2,-4
COc1ccc(C2(C(=O)NCC3CCCO3)CCOCC2)cc1 (stereo not given),0,-5,-0.2,-2,0,16,-1,-2,6
O=c1cc(C(F)(F)F)[nH]c2c(C(F)(F)F)cccc12,-1,-2,-0.1,1,0,17,2,-11,-1
COc1ccc(NC(=O)CN(C)S(=O)(=O)c2ccc3c(c2)CC(C)N3C(C)=O)cc1OC (stereo not given),-2,9,-1.4,5,5,23,3,2,-1
CNc1oc(-c2ccccc2Cl)nc1C#N,-1,3,0.6,-1,0,15,3,-2,-4
CCOC(=O)C1=C(CN2CCOCC2)NC(=O)NC1c1cccc([N+](=O)[O-])c1 (stereo not given),2,5,1.4,-2,1,-11,0,-2,5
O=C(O)c1cccc2c1C(=O)c1ccc(-c3ccc(F)cc3OCc3ccccc3)cc1S2(=O)=O,x,2,4.0,14,9,6,6,x,-4
